GLD-1 TGE inh – GLD-1-TGE RNA interaction inhibition (C. elegans); Q17339; purified GLD-1 + fluorescein TGE RNA, fluorescence polarization; inhibition, % at 5.96 µM; 0.44% of 320,000 active;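 active means percent inhibition above a per-plate cutoff, the plate mean of test compounds plus 3 SD, cut at about 30% in these data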;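 further: 0% = DMSO wells with GLD-1 and probe and 100% = wells lacking GLD-1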
Target sequence (Q17339 whole entry, looked up): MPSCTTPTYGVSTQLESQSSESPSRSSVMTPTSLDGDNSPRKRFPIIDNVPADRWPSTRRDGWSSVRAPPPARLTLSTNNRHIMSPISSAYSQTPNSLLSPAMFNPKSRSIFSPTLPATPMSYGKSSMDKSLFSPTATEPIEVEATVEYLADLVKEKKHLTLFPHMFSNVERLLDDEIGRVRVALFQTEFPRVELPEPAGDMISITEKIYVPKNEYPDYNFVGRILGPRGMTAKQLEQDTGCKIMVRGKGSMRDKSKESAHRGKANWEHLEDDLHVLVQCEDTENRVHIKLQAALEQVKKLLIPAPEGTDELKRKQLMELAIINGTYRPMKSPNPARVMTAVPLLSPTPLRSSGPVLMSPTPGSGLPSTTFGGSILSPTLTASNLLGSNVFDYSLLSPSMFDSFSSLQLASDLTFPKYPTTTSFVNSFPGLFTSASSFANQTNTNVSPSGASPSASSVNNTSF
MCL1 BIM primary – MCL1-BIM-BH3 interaction inhibition (human); Q07820; GST-MCL1 / FITC-Bim-BH3 fluorescence polarization; inhibition, % at 10.9 µM; 0.68% of 320,000 active;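 active means inhibition above the mean inhibition of all tested compounds plus 3 SD, set per campaign, cut at about 40% in these data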;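 further: 0% = DMSO wells and 100% = unlabeled Bim-BH3 peptide control; higher means more loss of mP so more displacement of Bim peptide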
ZTA DNA inh – blocks Epstein-Barr virus ZTA, an EBNA-1 counter-screen; 0.15% of 320,000 active; P03206; inhibition, % at 11 µM; ZTA-DNA binding, fluorescence polarization; in the data active means inhibition above about 33%
Target sequence (P03206 whole entry, looked up): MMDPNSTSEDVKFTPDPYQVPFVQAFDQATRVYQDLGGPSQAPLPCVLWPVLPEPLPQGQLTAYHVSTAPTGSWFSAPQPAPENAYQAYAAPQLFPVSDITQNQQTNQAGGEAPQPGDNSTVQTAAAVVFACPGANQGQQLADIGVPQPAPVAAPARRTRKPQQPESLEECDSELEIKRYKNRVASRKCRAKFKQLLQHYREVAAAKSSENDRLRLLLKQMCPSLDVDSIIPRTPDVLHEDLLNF
EBNA-1 inhibitor – blocks EBNA-1 binding to DNA | EBNA-1 DNA binding, fluorescence polarization | inhibition, % at 14.8 µM | 0.34% of 300,000 active; in the data active means inhibition above about 28%
Yeast superoxide – caloric restriction mimetics inhibiting age-related superoxide in yeast; S. cerevisiae aged cells, superoxide DHE fluorescence; active compounds read low; superoxide response (% of plate mean), % at 10 µM; 0.18% of 330,000 active;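 active means superoxide response under a set limit, about three screen SD below normal, cut at about 65% in these data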;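 further: yeast aged for seven days with compound at 30 °C before DHE staining; 100% = average MFI of all compound-treated wells on the plate with controls excluded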
BCLXL inh – blocks human Bcl-xL binding to Bim BH3 peptide; inhibition, % at 10.9 µM; Q07817; 0.7% of 320,000 active; GST-Bcl-xL / FITC-Bim BH3 peptide fluorescence polarization;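 active means inhibition above the mean of all tested compounds plus 3 SD, cutoff set per campaign, cut at about 30% in these data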;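 further: 0% = DMSO wells and 100% = unlabeled Bim-BH3 peptide competitor; inhibitors lower millipolarization by displacing the labeled peptide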
Target sequence (Q07817 whole entry, looked up): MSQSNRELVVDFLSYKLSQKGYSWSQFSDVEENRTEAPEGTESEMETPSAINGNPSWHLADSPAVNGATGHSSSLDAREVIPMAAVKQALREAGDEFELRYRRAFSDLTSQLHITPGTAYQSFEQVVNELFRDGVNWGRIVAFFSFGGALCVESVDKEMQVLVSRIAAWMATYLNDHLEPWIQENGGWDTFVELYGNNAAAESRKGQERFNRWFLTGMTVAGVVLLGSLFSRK
MEX-5 binding – C. elegans MEX-5 TCR-2 RNA binding activity. Q9XUB2. MEX-5/FITC-TCR2 RNA binding, fluorescence polarization; active compounds read low. activity score (negative = inhibition of binding), % at 10 µM. 0.38% of 300,000 active. AID 1832;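 active means inhibition past about -25% in most replicates, and total fluorescence under double the plate's negative control median, limit read from the data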;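 further: 0% = DMSO and -100% = 5 µM competing unlabeled TCR2 RNA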
Fam108B inh – blocks mouse Fam108B hydrolase in RBBP9 counter-screen; recombinant Fam108B, FP-Rh probe fluorescence polarization; inhibition, % at 9.51 µM; 0.33% of 300,000 active;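 active means inhibition above the screen mean inhibition plus 3 SD, computed separately per campaign, cut at about 18% in these data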;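 further: inhibitors lower polarization as less probe binds the enzyme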
Efflux pump mplx – antifungal efflux pump inhibition, Nile Red retention; S. cerevisiae Candida pump triplex; inhibition, % at 10 µM; 0.44% of 330,000 active;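 active means plate passing quality check with inhibition over a set limit, or well fluorescence over plate mean plus 4 SD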;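 further: Nile Red retained in pooled yeast measured as flow cytometry median fluorescence; 0% = buffer negative control and 100% = Enniatin B positive control; higher means more Nile Red kept so more efflux inhibition; some compounds called inactive have numbers as strong as hits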
The depositor's hits bear a star; x = not tested or not shown.

SMILES	GLD-1 TGE inh	MCL1 BIM primary	ZTA DNA inh	EBNA-1 inhibitor	Yeast superoxide	BCLXL inh	MEX-5 binding	Fam108B inh	Efflux pump mplx
CC(=O)c1ccc(N2CCN(CC(=O)Nc3ccc4c(c3)OCCO4)CC2)cc1	3	8	-7	-8	x	4	-1.0	10	-0.1
COc1ccccc1NS(=O)(=O)c1cccc(C(=O)NCC(c2cccs2)N2CCOCC2)c1 (stereo not given)	3	2	4	x	103	5	x	x	-0.1
C=CCOC(=O)C1=C[C@H](C(C)(C)C)[C@@H](CCCO)[C@H](OCC)O1	1	0	3	-8	x	0	0.8	-1	x
O=C(NNC(=S)NC1CCCCC1)c1ccccc1O	15	26	-3	-10	91	0	0.1	8	-0.2
N#CC1=C(N)Nc2nc3ccccc3n2C1c1ccc(Cl)cc1 (stereo not given)	-3	3	-15	10	106	-2	-0.9	-1	0.0
Cc1ccc(C)c(OCCC(=O)N(C)CC(=O)Nc2c(C)cccc2C)c1	1	-17	-8	x	104	-6	x	x	0.0
COC(=O)C1Cc2c([nH]c3ccccc23)C(C(C)C)N1 (stereo not given)	4	2	-6	3	111	4	-3.5	-4	0.1
Cc1cc(C(=O)N(C)CC(=O)Nc2ccccc2C(F)(F)F)c(C)o1	-1	4	-9	8	90	5	-0.3	4	0.0
Cc1ccc(-n2nc3c(=O)n(CCCC(=O)NCc4cccc(F)c4)nc(C)c3c2C)cc1	5	6	5	-2	100	9	2.3	3	-0.1
CCN1C(=O)[C@@H]2[C@@H](c3ccc(-c4ccc(C(C)=O)cc4)c(OC)c3)N3CCCC[C@@]3(C(=O)OC)[C@@H]2C1=O	-2	2	-5	-13	103	5	0.6	-1	0.2
CN(C)CCNC(=S)Nc1cccc(Cl)c1	12	6	9	9	84	7	-6.0	0	0.1
CN(CCO)c1nc2c(c(=O)n(Cc3ccc(Cl)cc3)c(=O)n2C)n1C	3	-7	4	-10	112	0	0.5	3	0.2
Cc1ccc(-c2c[n+]3c(n2-c2ccccc2)CCC3)cc1	-5	-3	17	5	114	-6	-1.2	2	0.0
COc1cc(CC(=O)N/N=C/c2ccc([N+](=O)[O-])cc2)c([N+](=O)[O-])cc1OC	-2	-8	-5	-17	114	-4	-1.4	5	0.1
CC1CCc2nc3sc4c(c3c(N)c2C1)CCCC4 (stereo not given)	3	3	-6	-5	106	8	1.6	-1	-7.3
CCn1cc(C(=O)N2CCN(c3ccccn3)CC2)c(=O)c2cc(S(=O)(=O)N3CCC(C)CC3)ccc21	0	-8	5	2	76	1	1.7	0	0.1
COc1cccc(CCc2nc3ccccc3c(=O)n2N)c1	4	-2	-7	-11	120	3	1.5	0	0.1
COc1ccc(N2CCN(C(=O)CC34CC5CC(CC(C5)C3)C4)CC2)c([N+](=O)[O-])c1	2	2	4	-1	108	0	0.4	8	0.0
COc1cccc(NC(=O)CN(C)C(=O)c2ccccc2-c2nc3ccccc3s2)c1	-3	0	-7	0	107	-2	-0.1	-1	0.1
Cc1cc(C(=O)COc2ncnc3sccc23)c(C)n1C	1	1	25	0	104	5	-2.9	-1	0.1
CC(=O)Nc1ccnc(-c2cccnc2)n1	8	0	-3	-10	109	-2	1.2	4	0.5
O=C(c1cc2cc(Cl)ccc2[nH]1)N1CCc2ccccc2C1	7	-6	-16	-8	118	-3	0.5	-2	-0.1
CCOc1ncccc1C(=O)Nc1cc(S(=O)(=O)N2CCOCC2)ccc1N1CCCC1	4	4	-8	-13	86	0	1.7	0	-0.1
CCC1(C)CC2(CCCN(CCC(=O)c3ccccc3)C2)CCO1 (stereo not given)	-1	5	16	5	99	3	0.3	0	0.1
CC[n+]1c(/C=C/c2cc([N+](=O)[O-])ccc2O)ccc2ccccc21	7	-6	-9	3	115	0	-0.4	-4	0.0
CC(=O)c1ccc(NC(=S)N2CCCC(C(F)(F)F)C2)cc1 (stereo not given)	2	10	5	-2	104	8	2.2	2	0.0
CCC1SC(=Nc2cccc(C)c2)NC1=O (stereo not given)	-11	-8	-8	-12	98	-7	0.0	-1	0.7
COc1ccccc1NS(=O)(=O)c1cccc(C(=O)OCC(=O)Nc2cc(C)on2)c1	7	1	0	2	110	6	0.4	-6	0.0
C=CCn1c(SCCN2C(=O)c3ccccc3C2=O)nc2scc(-c3ccccc3)c2c1=O	12	-5	3	-4	98	1	-0.3	-6	-0.1
COc1ccc(CN(C)CC(=O)Nc2ccccc2C(=O)NC2CC2)cc1	0	1	-2	x	107	-4	x	x	0.0
Cc1ccc(S(=O)(=O)N(C)C)cc1NC(=O)CCc1ccccc1	-2	6	10	-5	103	4	-1.1	3	0.0
O=C(NNc1cc(Cl)cc(Cl)c1)C1CCC1	0	-2	-5	-4	96	1	1.7	0	0.1
CC1(C)C=Cc2cc3ccc(=O)oc3cc2O1	0	1	9	21	85	0	-0.8	0	0.1
Cc1cccc(N2CCN(Cc3nc(-c4cccc(Oc5ccccc5)c4)oc3C)CC2)n1	-1	2	-5	0	83	2	1.4	1	0.3
Cc1ccc(NC(=S)NC2CCCC2)cc1C	10	13	-9	-5	86	0	-0.1	4	0.2
CC1CCN(CCOCCOc2ccc(Cl)cc2Br)CC1	-2	3	8	8	101	7	0.2	12	0.0
O=C(N/N=C/c1ccc2ncccc2c1)c1cc(-c2cccs2)nc2ccccc12	4	-1	-6	23	103	9	-3.0	-30	0.1
COc1ccc(/C=N/NC(=O)C(=O)N2CCN(c3ccccc3OC)CC2)cc1	-2	1	1	-12	92	0	-0.7	-2	0.1
CCOC(=O)c1c(NC(=O)C(C)Sc2c[nH]c3ccccc23)sc2c1CCC2 (stereo not given)	2	5	5	-3	109	1	-0.9	-10	0.1
Cc1cc(C)cc(NC(=O)C(Nc2ccccc2)c2ccccc2)c1 (stereo not given)	3	-4	-6	-2	103	-5	2.4	-2	-0.2
Cc1ccc(NC(=S)NCC23C=CC(O2)C2C(=O)N(c4ccc(C)cc4)C(=O)C23)cc1 (stereo not given)	5	7	6	6	94	4	-0.5	2	-0.1
O=C(O)C1C2C=CC(C2)C1C(=O)NCCCc1ccccc1 (stereo not given)	1	1	1	-5	99	3	-2.7	-4	-0.1
O=S(=O)(c1ccc2ccccc2c1)N1CCCCC1	7	1	-9	-1	70	4	1.7	5	0.4
CS(=O)(=O)N1N=C(c2ccccc2)CC1c1ccc2nccnc2c1 (stereo not given)	-1	10	-16	-8	115	7	-2.9	7	0.1
Cc1cccc(NC(=O)C2CCN(S(=O)(=O)c3cccc4nonc34)CC2)c1	-9	3	-14	-11	96	2	-1.2	0	0.6
CCC(CC)C(=O)N1CCN(c2cccc(C)c2C)CC1	-1	-2	-3	5	98	3	1.0	9	0.0
CCOC(=O)c1csc(NC(=O)C2=COCCO2)n1	3	2	-3	5	101	2	0.5	3	0.1
COc1ccc(CN=C(Nc2ccccc2)SC2CC(=O)NC2=O)cc1 (stereo not given)	0	-2	9	2	96	1	1.0	-3	-0.1
O=C(Nc1ccccc1Cl)c1cc[n+]([O-])cc1	3	8	-8	-3	84	-1	0.5	2	0.0
CCC(c1nnnn1CCc1ccccc1)N(Cc1ccco1)Cc1cc2c(C)ccc(C)c2[nH]c1=O (stereo not given)	5	-4	-2	0	106	0	2.6	0	-0.1
COCCN1C(=O)N[C@@H](CCc2ccccc2)[C@H](C(C)=O)[C@H]1C	-6	-3	5	1	100	1	2.0	3	-0.1
CC1CCN(CCCNC(=O)CN2CCN(Cc3ccc(Cl)cc3)C2=O)CC1	-4	5	-13	-7	108	2	-0.9	4	0.7
CC(C)N(C(=O)c1sc2cc([N+](=O)[O-])ccc2c1Cl)C(C)C	4	5	-3	2	103	6	-0.7	1	0.1
Cc1cc(CNC(=O)Nc2ccc3c(c2)OCO3)nn1C	11	2	-5	5	95	8	-1.1	-3	-0.1
Cn1c(SCC(=O)OC2CCCCC2)nnc1-c1ccc(S(=O)(=O)N2CCCC2)cc1	8	5	1	-3	114	4	-1.3	0	0.0
CCS(=O)(=O)c1ccc(-c2csc(-c3ccc(Cl)cc3)n2)c(Cl)c1Cl	8	7	-12	-4	101	7	-0.9	3	-0.1
COc1cccc(NC(=O)CN2C(=O)NC(C)(c3ccc(C)cc3)C2=O)c1 (stereo not given)	4	-3	-12	-5	87	-7	-0.1	-2	-0.3
COc1ccccc1N1CCN(S(=O)(=O)c2ccc(-n3cnnn3)cc2)CC1	-1	11	18	1	115	0	-0.2	0	0.1
Cc1ccc(C(=O)OC(C(=O)Nc2ccc(Cl)cc2C(F)(F)F)c2ccccc2)cc1 (stereo not given)	-1	3	13	15	96	2	0.2	-3	0.8
CCCCN(CCCC)CCNC(=O)CN1C(=O)CSc2ccc(S(=O)(=O)N3CCOCC3)cc21	-2	-6	-5	-8	87	0	-0.1	-1	-0.1

Quoted from the entries so far (four entries):
SMILES	GLD-1 TGE inh	MCL1 BIM primary	ZTA DNA inh	EBNA-1 inhibitor	Yeast superoxide	BCLXL inh	MEX-5 binding	Fam108B inh	Efflux pump mplx
Cc1ccc(NC(=S)NCC23C=CC(O2)C2C(=O)N(c4ccc(C)cc4)C(=O)C23)cc1 (stereo not given)	5	7	6	6	94	4	-0.5	2	-0.1
O=C(O)C1C2C=CC(C2)C1C(=O)NCCCc1ccccc1 (stereo not given)	1	1	1	-5	99	3	-2.7	-4	-0.1
O=S(=O)(c1ccc2ccccc2c1)N1CCCCC1	7	1	-9	-1	70	4	1.7	5	0.4
CS(=O)(=O)N1N=C(c2ccccc2)CC1c1ccc2nccnc2c1 (stereo not given)	-1	10	-16	-8	115	7	-2.9	7	0.1

Later entries:
SMILES	GLD-1 TGE inh	MCL1 BIM primary	ZTA DNA inh	EBNA-1 inhibitor	Yeast superoxide	BCLXL inh	MEX-5 binding	Fam108B inh	Efflux pump mplx
CCCCNC(=O)C1(c2ccc(OC)cc2)CCOCC1	4	-3	2	4	101	-4	-1.0	-1	-0.1
O=C(C1=C[C@@H](c2ccccc2)C[C@@H](OCCCCO)O1)N1CCOCC1	6	2	2	6	95	6	1.6	2	-0.1
Clc1cccc(Cl)c1OCCOCCNCc1ccccc1	2	10	-11	-4	93	6	-6.6	1	0.1
CCN1CCN(C(=O)c2cc3cc(F)ccc3[nH]2)CC1	5	-5	12	12	113	-3	0.3	0	-0.1
O/N=C\c1ccc(-c2ccccc2)o1	3	-1	-9	-2	86	1	0.8	1	-0.2
COc1ccc(C(=O)NCCC2=CCCCC2)cc1[N+](=O)[O-]	-2	0	13	1	106	3	-1.2	1	0.2
O=C(Nc1ccc(S(=O)(=O)Nc2nccs2)cc1)c1cc(-c2ccccn2)nc2ccccc12	-1	0	13	11	118	4	-0.7	7	-0.1
COc1ccccc1-c1ccc2nnc(SC)n2n1	6	3	8	3	96	11	-1.3	-4	0.0
NC1=NC(c2ccccc2)N=C(Nc2ccccc2)N1 (stereo not given)	12	-1	-7	-16	101	-1	-0.4	-5	0.1
CCN(Cc1cc2ccccc2[nH]c1=O)S(=O)(=O)c1ccccc1	-9	4	1	3	104	-1	-1.9	3	-0.2
O=C(Nc1ccccc1[N+](=O)[O-])C1=C(O)CCn2c1nc1ccccc12	6	17	-11	-1	99	2	-5.7	-2	-0.1
Cc1sc2nc(CSc3ccc([N+](=O)[O-])c(C(F)(F)F)c3)[nH]c(=O)c2c1C	-15	-12	-15	7	96	0	-6.5	-4	-0.2
CCOc1ccc(NC(=O)CCNS(=O)(=O)c2cccc3nonc23)cc1	3	-2	10	-4	98	-1	-1.2	4	0.1
O=C(Nc1ccccc1)c1cccnc1N1CCOCC1	5	-2	-4	-8	107	-2	2.8	5	0.0
COc1cccc(/C=C/C(=O)Nc2ccc(N3CCOCC3)cc2)c1OC	2	0	-10	3	105	4	0.9	2	-0.1
CC(=O)c1c(C)oc2ccc(NS(=O)(=O)c3ccc(C(=O)O)cc3)cc12	6	3	5	23	98	7	0.4	0	-0.1

Source: PubChem (several laboratories)
